TbPYK inhibitor = blocks Trypanosoma brucei pyruvate kinase; Q57TT1; TbPYK enzyme, Kinase-Glo Plus ATP luminescence, 45 min; Potency, µM (series often up to 76.8 µM), for the others: at the top dose activity, negative = inhibition, usual class: inhibitors; hit rate 0.12% among 410,000; AID 624173; further: potency means the concentration at half of the fitted maximal effect; on the % scale 0 is the no-effect control and ±100 the full control effect; nearly all actives have a fitted effect of over 50% in size
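Luminescence from Kinase-Glo Plus, added after a 45-minute room-temperature reaction, served as the end-point read-out. The enzyme and substrate were preincubated with compound before ADP (130 uM final) initiated turnover. Concentration-effect curves came from normalized qHTS data.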
Pf growth 48h = inhibits P. falciparum growth in the first generation, 48 h. P. falciparum luciferase growth in erythrocytes, 48 h. Potency, µM (top dose mostly 28.7 µM), for inactives: at the highest dose activity change, negative = inhibition, usual class: inhibitors. hit rate 5.9% among 310,000. AID 504832; further: potency means the concentration at half of the fitted maximal effect; on the % scale 0 is the no-effect control and ±100 the full control effect
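A one-generation exposure of luciferase-tagged malaria parasites in RPMI 1640/Albumax erythrocyte culture, 37 C and 5% CO2. Inhibition is inferred from decreased luminescence after adding detection reagent.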
CHX counter = affects cycloheximide protein synthesis inhibition readout, counter-screen; AID 2314; hit rate 12% among 300,000; max response, %; cell reporter, cycloheximide protein synthesis inhibition counterscreen; in the data active means max response mostly above about 13%, no sharp cut-off; inactive means mostly below about 14%; further: read at 38.3 µM for the half of the compounds with a filed dose; 0% is about no effect
LmPK inh = blocks Leishmania mexicana pyruvate kinase activity. Q27686. purified LmPK, Kinase-Glo ATP luminescence, 1 h. Potency, µM (titrated, usually from 57.5 µM), for inactives: at the top dose activity change, negative = inhibition, actives largely listed as inhibitors. hit rate 0.37% among 290,000. AID 1721; further: potency means the concentration at half of the fitted maximal effect; on the % scale 0 is the no-effect control and ±100 the full control effect
Target sequence (Q27686 whole entry, looked up): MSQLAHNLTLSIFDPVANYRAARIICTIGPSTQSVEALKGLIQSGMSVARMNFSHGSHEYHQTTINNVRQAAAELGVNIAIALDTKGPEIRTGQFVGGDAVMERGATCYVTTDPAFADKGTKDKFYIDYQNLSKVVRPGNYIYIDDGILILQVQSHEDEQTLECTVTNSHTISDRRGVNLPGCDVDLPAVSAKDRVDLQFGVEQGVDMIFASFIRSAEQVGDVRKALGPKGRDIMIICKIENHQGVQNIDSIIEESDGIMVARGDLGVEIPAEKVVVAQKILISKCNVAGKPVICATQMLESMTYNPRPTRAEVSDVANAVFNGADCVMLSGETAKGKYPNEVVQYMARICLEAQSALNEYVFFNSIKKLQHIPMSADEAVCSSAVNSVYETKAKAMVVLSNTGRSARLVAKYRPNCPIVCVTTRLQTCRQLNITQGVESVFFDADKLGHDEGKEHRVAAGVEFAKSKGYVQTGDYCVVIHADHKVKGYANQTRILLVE
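Screened at intermediate enzyme activity to detect both inhibitors and activators: LmPK at 0.1 nM, with a 0.5 nM enzyme column as activation reference. PEP 0.5 mM, ADP 0.1 mM; ATP detected by luminescence after 1 h.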
Shiga toxin inh = inhibitors of Shiga toxin in Vero cells | hit rate 9.2% among 290,000 | inhibition, % at 38.7 µM | Vero cells, Shiga toxin protein synthesis inhibition reporter; in the data active means inhibition mostly above about 28%, no sharp cut-off; inactive means mostly below about 43%; further: 0% is about no effect
AmpC no deterg = inhibitors of E. coli AmpC beta-lactamase without detergent. hit rate 0.52% among 330,000. AmpC nitrocefin hydrolysis, absorbance 480 nm, 0.0001% Triton. Potency, µM (doses to about 57.1 µM), for inactives: at the top dose activity change, negative = inhibition, actives largely listed as inhibitors;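 further: potency means the concentration at half of the fitted maximal effect; plate controls were no compound for no effect and no enzyme for full effect; nearly all actives have a fitted effect of over 20% in size; some results filed as inactive show a strong effect at the top dose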
Target sequence (P00811 whole entry, looked up): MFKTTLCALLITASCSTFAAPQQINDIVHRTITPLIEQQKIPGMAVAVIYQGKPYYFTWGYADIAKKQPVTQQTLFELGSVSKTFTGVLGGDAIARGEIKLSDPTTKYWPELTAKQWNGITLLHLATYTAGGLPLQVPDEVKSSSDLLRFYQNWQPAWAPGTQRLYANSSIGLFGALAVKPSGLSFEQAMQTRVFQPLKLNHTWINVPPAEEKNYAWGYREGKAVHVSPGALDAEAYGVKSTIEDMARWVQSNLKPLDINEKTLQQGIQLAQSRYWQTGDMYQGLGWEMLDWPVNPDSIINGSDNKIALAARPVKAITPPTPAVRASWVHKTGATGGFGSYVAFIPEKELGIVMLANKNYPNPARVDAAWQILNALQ
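20 mM phosphate pH 7.0 + 0.01% (detergent screen) or 0.0001% Triton X-100; 5.3 nM AmpC reagent; cpd preinc 15 min RT; nitrocefin (800 uM stock) to start; A480 q20 s × 4 min; Activity was normalised to no-enzyme and no-compound control wells.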
Pf growth 96h = inhibits malaria parasite growth, 96 h; P. falciparum luciferase reporter growth, 96 h; Potency, µM (series often up to 28.7 µM), without a hit: top-dose activity change, negative = inhibition, hits mostly inhibitors; hit rate 6.9% among 320,000; AID 504834; further: potency means the concentration at half of the fitted maximal effect; on the % scale 0 is the no-effect control and ±100 the full control effect
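Parasite growth measured via integrated firefly luciferase reporter in P. falciparum. Infected erythrocytes at 2% hematocrit, 0.05% parasitemia final were treated 96 hours at 37 C under 5% CO2, and luminescence was read.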
* marks the source's active call; other numbers are inactive results; ? = inconclusive; . = not tested or not shown; [ ] = another dose, or the depositor's remark. Unless noted, the call rests on the fitted dose curve; in most records, active means well fitted curve in the direction sought with a large enough effect; inconclusive means small, poorly fitted or top-dose-only effect, or another doubt; inactive means no such curve, though single readings can be large; an effect the other way counts as inactive or inconclusive.

SMILES | TbPYK inhibitor | Pf growth 48h | CHX counter | LmPK inh | Shiga toxin inh | AmpC no deterg | Pf growth 96h
CCOC(=O)c1ccccc1NC(=O)CSc1nnc(COc2ccccc2C)n1C | -6% | 13µM* | 2 | 5% | -8 | 79%[activator] | ?
CCN(Cc1ccccc1)C(=O)c1cccc(OC2CCN(C(=O)C3CC3)CC2)c1 | -9% | -14% | 2 | -7% | 1 | 131%[activator] | ?
CCn1c(=O)c2c(nc3n2CCCN3Cc2ccccc2)n(C)c1=O | 1% | ? | -4 | 7% | -19 | 7% | -16%
O=C(O)c1cccc(-n2cccc2/C=C2/SC(=O)N(CC(=O)N3CCCC3)C2=O)c1 | -10% | 13% | -11 | 9% | -10 | -15% | 15%
O=C(Cn1cc(C(F)(F)F)ccc1=O)N/N=C/c1cccc(Cl)c1 | -1% | 27% | -2 | -1% | 4 | -15% | 0%
COc1ccccc1N1CCN(C(=O)CCS(=O)(=O)c2ccc3c(c2)NC(=O)C(C)S3)CC1 (centres undefined) | 2% | -23% | 19 | -3% | -2 | 97%[activator] | 102%[activator]
COCc1cc(=O)n2[nH]c(-c3ccc(C)cc3)cc2n1 | 5% | . | 37* | -4% | 72* | -19% | 30%[activator]
COc1ccc(/C=C/c2nc(N)nc(-c3ccccc3O)n2)cc1 | -3% | -4% | 1 | 0% | 4 | -45% | -10%
Cc1ccc(CN2CCN(Cc3ccccc3F)CC2)cc1 | 4% | -10%[1.15 µM] | -6 | 0% | 3 | -23% | 56%[5.75 µM]
Cc1sc2ncnc(OCC(=O)N3CCN(C(=O)c4ccco4)CC3)c2c1C | -2% | 22% | 0 | -1% | 23 | -5%[11.4 µM] | -12%
S=c1[nH]nc(Nc2ccc(Cl)cc2)s1 | ? | 20% | 1 | -4% | 12 | -15% | 90%[activator]
O=C(CN(C(=O)CCC(=O)Nc1ccccn1)c1cccc(F)c1)NCc1ccc2c(c1)OCO2 | 4% | -19% | -8 | 11% | -3 | 0% | 3%

Next section
SMILES | TbPYK inhibitor | Pf growth 48h | CHX counter | LmPK inh | Shiga toxin inh | AmpC no deterg | Pf growth 96h
O=c1c(C=Nc2ccc(Cl)cc2)c[nH]n1-c1cccc(Cl)n1 | 2% | 46% | 28 | -1% | 38 | -20% | 10%
O=C(OCC(=O)N1CCCC1)c1c2c(nc3ccccc13)CCCCC2 | -3% | -6% | 3 | 1% | 6 | -17%[11.4 µM] | ?
CC(c1nnc(SCC(=O)c2c(N)n(C3CC3)c(=O)[nH]c2=O)n1-c1ccc(F)cc1)N(C)C (centres undefined) | 7% | 1% | . | . | . | 33% | ?
COc1ccc(-c2csc(NCc3ccco3)n2)cc1C | 6% | -16% | 24* | 2% | 114* | -34% | .
COc1ccccc1NC(=O)C(=O)NCCC1CCCCN1S(=O)(=O)c1ccccc1 (centres undefined) | -9% | ? | . | . | . | -2% | -29%
O=C(CCCc1ccccc1)NCCS(=O)(=O)N1CCN(c2ccc(F)cc2)CC1 | 0% | ? | . | . | . | 26% | -21%
O=S(=O)(c1ccc(F)cc1)N1CCCC(c2nc(-c3ccc(F)cc3)no2)C1 (centres undefined) | -6% | 18% | . | . | . | -25% | -3%
CN(C)c1ccc(-c2nnn(CC(=O)N3c4ccccc4CCc4ccccc43)n2)cc1 | 2% | 2.1µM* | 12 | 5% | -7 | -8% | -25%
CC(NC(=O)COc1ccc(-c2nnco2)cc1)c1ccc(Cl)cc1Cl (centres undefined) | -15% | ? | -3 | 3% | -3 | -17% | 13µM*
Cc1nc2c(ncn2-c2ccccc2)c(=O)n1NC(=O)CN1CCCCC1 | -1% | -16% | -3 | -9% | -10 | -18% | -5%
CCCCNC(=S)N/N=C/c1cc(C)ccc1C | -7% | ? | -2 | 3% | -4 | -25% | ?
N=c1sccn1CC(=O)NCCc1ccc(Cl)cc1Cl | 0% | ? | -3 | 3% | -2 | -33% | .

(cont.)
SMILES | TbPYK inhibitor | Pf growth 48h | CHX counter | LmPK inh | Shiga toxin inh | AmpC no deterg | Pf growth 96h
COc1cc(C(c2c(NC(=O)c3ccco3)sc(C)c2C)N2CCOCC2)cc(OC)c1OC (centres undefined) | 0% | 10µM* | . | . | . | 256%[activator] | 3.7µM*
O=C(Nc1ccccc1Cl)NC1(C(=O)N2CCOCC2)CCCCC1 | 1% | -2% | -2 | -1% | 3 | -7% | 0%
CS(=O)(=O)c1ccc(NCC2CCCO2)c([N+](=O)[O-])c1 (centres undefined) | 0% | 0% | -3 | 0% | -4 | 33% | ?
O=C(CN(C(=O)c1ccc(Cl)cc1)N1C(=O)C2CCCCC2C1=O)c1ccc(Cl)cc1 (centres undefined) | -7% | 41%[activator] | -2 | 6% | 0 | -15% | 24%
C/C(=N\NC(=O)Cn1c(-c2ccccn2)nc2ccccc21)c1cccc(O)c1 | 7% | -16% | 13 | -2% | 17 | -23% | 104%[activator]
Cc1ccc(-c2csc(N/N=C/c3ccco3)n2)cc1 | -14% | ? | 35* | 3% | 73* | -35% | ?
CC(=O)N1CCOc2ccc(S(=O)(=O)N3CCCC(C)C3)cc21 (centres undefined) | 3% | -7% | 10 | 1% | -6 | 22% | 12µM*
CCOc1cc2[nH]c(=S)n(CCN3CCC(C)CC3)c(=O)c2cc1OCC | . | ? | -5 | 2% | -4 | -15% | ?
COc1cc(N/N=C(\C)c2ccc(N)cc2)nc(-c2ccccc2)n1 | 2% | -6% | 18 | -6% | 25 | -47% | ?
COc1ccc(-n2c(N)cc(=O)nc2SCC(=O)N2CCN(c3ccccc3)CC2)cc1 | 1% | -12% | 10 | 2% | -4 | 107%[activator] | ?
Nc1nc(CSc2nnnn2-c2ccc(Cl)cc2)nc(N2CCOCC2)n1 | 1% | 8% | -1 | -1% | -17 | -22% | 15%
COc1cccc(C(CC(=O)O)NS(=O)(=O)c2ccc3c(c2)N(C(C)=O)CC(C)O3)c1 (centres undefined) | 4% | 5% | 11 | 5% | -4 | -2% | ?

Following part.
SMILES | TbPYK inhibitor | Pf growth 48h | CHX counter | LmPK inh | Shiga toxin inh | AmpC no deterg | Pf growth 96h
CCCN(CC(=O)Nc1ccccc1C)C(=O)c1ccc(COc2ccccc2)cc1 | -12% | ? | 30* | -7% | 85* | 32% | 18%
CCNC(=S)N1CCC(Cc2ccccc2)CC1 | 3% | -19% | 2 | -8% | -22 | -7% | -7%
COC(=O)CCCC1=CC2=C(c3ccccc3)C(=O)C(C)(OC(=O)C3CCCC3)C(=O)C2=CN1CC(C)C (centres undefined) | -4% | ? | 0 | -4%[11.5 µM] | -10 | 148%[activator] | ?
CCCCOc1cccc(C2/C(=C(\O)c3ccc4c(c3)OCCO4)C(=O)C(=O)N2CCN2CCOCC2)c1 (centres undefined) | 6% | -27% | -1 | 6% | 2 | -11% | ?
O=C(CNC(=O)c1ccccc1)NCc1ccc(Cl)cc1 | 0% | 5% | 1 | -3% | -9 | -4%[2.29 µM] | 46%
Oc1ccccc1C1Nc2cccc3cccc(c23)N1 | -10% | 13µM* | 11 | -1% | 29 | -36% | -7%
O=C(Nc1nc2nc(-c3ccccc3)cc(=O)n2[nH]1)c1ccc(Cl)cc1 | 1% | . | 1 | . | -7 | . | .
CCS(=O)(=O)N1CCC(c2nc3ccccc3[nH]2)CC1 | -10% | 33%[activator] | 6 | -4% | 10 | -3% | 26%
CC(C)CCNC(=O)C1CCN(S(=O)(=O)c2ccc(-n3cnnn3)cc2)CC1 | 1% | -8% | 1 | -4% | 20 | 2% | 27%
CCN(CC)C(=O)C1CCCN(Cc2ccccc2F)C1 (centres undefined) | -4% | . | -4 | 5% | -12 | -13% | -29%
Cc1nc(N)nc(C)c1Cc1ccccc1 | 1% | -10% | -3 | 2% | 13 | -5% | .
Cc1ccc(N(CC(=O)N2CCN(C3CCCCC3)CC2)S(=O)(=O)c2cccnc2)cc1 | 2% | ? | 0 | -3% | -17 | 119%[activator] | 7%

Single records, from the list above. Screens in order: TbPYK inhibitor	Pf growth 48h	CHX counter	LmPK inh	Shiga toxin inh	AmpC no deterg	Pf growth 96h
COCc1cc(=O)n2[nH]c(-c3ccc(C)cc3)cc2n1 is entered as 5%	.	37*	-4%	72*	-19%	30%[activator]
COc1ccc(-c2csc(NCc3ccco3)n2)cc1C is entered as 6%	-16%	24*	2%	114*	-34%	.

Next part
SMILES | TbPYK inhibitor | Pf growth 48h | CHX counter | LmPK inh | Shiga toxin inh | AmpC no deterg | Pf growth 96h
CC1CCCN(c2nc3ccccc3nc2C(C#N)C(=O)OC2CCCCC2)C1 (centres undefined) | . | 13% | -6 | 2% | 17 | -5% | ?
CCOC(=O)COn1c(=O)c(-c2ccc(Br)cc2)[n+]([O-])c2ccccc21 | 0% | 35%[activator] | -1 | 4% | -5 | -13% | 78%[activator]
N#Cc1nc(-c2ccccc2F)oc1N1CCCCC1 | -8% | . | 5 | -3% | 8 | -18% | 28%
CN(C)CCNc1nc2sc3c(c2c(=O)n1-c1ccc(F)cc1)CCCCC3 | -11% | 10µM* | -3 | -2% | -9 | 70%[activator] | ?
OCCC1CN(Cc2cnc(-c3ccccc3)s2)CCN1Cc1ccccc1 (centres undefined) | 2% | -22% | -1 | -1% | 8 | 126%[activator] | 12µM*
O=C(Nc1ccc2c(c1)C(=O)N(CC1CCCO1)C2=O)c1ccc(Cl)c(Cl)c1 (centres undefined) | 4% | -1% | 9 | 3% | -9 | -34% | 15%
CCC(C)NC(=O)CSC1=Nc2ccccc2C2=NC(c3ccccc3)C(=O)N12 (centres undefined) | 2% | . | -6 | -14% | -13 | -11% | -9%
Cc1cc(C)n2nc(SCc3nnc(SCc4ccccc4)s3)nc2n1 | 1% | -6% | -2 | 8% | -14 | 32% | ?

Given with two lines to a compound: 7 of the compounds above.
Sequence of screens – TbPYK inhibitor | Pf growth 48h | CHX counter | LmPK inh | Shiga toxin inh | AmpC no deterg | Pf growth 96h
COc1ccccc1N1CCN(C(=O)CCS(=O)(=O)c2ccc3c(c2)NC(=O)C(C)S3)CC1 (centres undefined)
    2% | -23% | 19 | -3% | -2 | 97%[activator] | 102%[activator]
COc1ccc(-n2c(N)cc(=O)nc2SCC(=O)N2CCN(c3ccccc3)CC2)cc1
    1% | -12% | 10 | 2% | -4 | 107%[activator] | ?
CCOC(=O)c1ccccc1NC(=O)CSc1nnc(COc2ccccc2C)n1C
    -6% | 13µM* | 2 | 5% | -8 | 79%[activator] | ?
CCn1c(=O)c2c(nc3n2CCCN3Cc2ccccc2)n(C)c1=O
    1% | ? | -4 | 7% | -19 | 7% | -16%
COc1ccc(/C=C/c2nc(N)nc(-c3ccccc3O)n2)cc1
    -3% | -4% | 1 | 0% | 4 | -45% | -10%
COc1ccc(-c2csc(NCc3ccco3)n2)cc1C
    6% | -16% | 24* | 2% | 114* | -34% | .
CCN(Cc1ccccc1)C(=O)c1cccc(OC2CCN(C(=O)C3CC3)CC2)c1
    -9% | -14% | 2 | -7% | 1 | 131%[activator] | ?

From PubChem BioAssay
